Assay outcomes from PubChem BioAssay.
All columns: NCI-60 one-dose screen, growth in % after 48 h at 10 µM unless noted; 100 = growth as untreated, 0 = no growth, -100 = all killed.
HL-60(TB) – HL-60(TB) leukemia cells. hit rate 9% among 78,000. AID 1794776; active means growth percent below 10
The depositor's hits bear a star; & = joins results of further samples; ! = repeats disagree; [ ] = dose if it differs, or a comment.

Results for COc1cc(Cn2cc3c(c2-c2ccccc2)CCCc2cnoc2-3)cc(OC)c1OC ?
HL-60(TB): 75

How did COc1cc(N=Nc2ccccc2OC)ccc1N do in these assays?
HL-60(TB): 38

How did Cc1ccc2c(c1)C(C)Cc1c(Cl)nc(-c3ccccc3)nc1N2C (configuration not stated) do in these assays?
HL-60(TB): 100

How did Cc1ccc(S(=O)(=O)NCCCNc2nccc(-c3c(-c4cccc([N+](=O)[O-])c4)nc4sccn34)n2)cc1 do in these assays?
HL-60(TB): 14

What do the screens show for `CCCCC(=O)OCCC`?
HL-60(TB): 117

How did NNC(=O)CSc1nc2ccccc2c(=O)n1CCc1ccc(S(N)(=O)=O)cc1 do in these assays?
HL-60(TB): 79

How did O=C(NCn1c(=O)[nH]c2ccccc2c1=O)N1CCOCC1 do in these assays?
HL-60(TB): 99

Results for COc1ccc(S(=O)(=O)NCCNc2cc(-c3c(-c4cccc(OC)c4)nc4sccn34)ccn2)cc1 ?
HL-60(TB): 99

Results for Fc1cc(-c2nnc3sc(COc4ccc(Cl)cc4Cl)nn23)c(Cl)cc1Cl ?
HL-60(TB): 111

What do the screens show for `CN1C(=O)C(C2=NN(c3ccc(Cl)cc3)C(c3ccc(F)cc3)C2)C(=O)N(C)C1=O` (configuration not stated)?
HL-60(TB): 73

How did Cc1nn(C)c(Cl)c1[N+](=O)[O-] do in these assays?
HL-60(TB): 112

Results for Cc1cc(C(=O)Nc2cccc(-n3cc(-c4ccncc4)c(-c4ccc(Cl)c(O)c4)n3)c2)ccc1Br ?
HL-60(TB): 172

How did O=C(OCC(O)CO)c1ccccc1Nc1ccnc2cc(Cl)ccc12 (configuration not stated) do in these assays?
HL-60(TB): 96

Results for O=S(=O)(Nc1ncccn1)c1ccc(-n2c(-c3cccs3)nc(-c3ccccc3)c2-c2ccccc2)cc1 ?
HL-60(TB): 98

How did Cc1[nH]c(/C=C/C(=O)c2ccc(C(F)(F)F)c(F)c2)c(C)c1C(=O)NNc1ccccc1 do in these assays?
HL-60(TB): 57&98

How did N#Cc1ccc(OC(=O)Nc2c(Cl)cccc2Cl)cc1 do in these assays?
HL-60(TB): 103

Results for CN(C)CCNc1nc2ccccc2c2c1c1c(n2Cc2ccccc2)-c2ccccc2C1=O ?
HL-60(TB): -85*

How did C=C1CCOC2(C(O)C(C)(O)CO)NC(=O)C1(O)NC2=O (configuration not stated) do in these assays?
HL-60(TB): 70

How did O=[N+]([O-])c1ccc(/C=N/Nc2ccc(S(=O)(=O)O)cc2)cc1 do in these assays?
HL-60(TB): 103

Results for CCCCSc1nc(Nc2ccc(C(C)=O)cc2)c(C#N)c(-c2ccc(OC)cc2)n1 ?
HL-60(TB): 88

What do the screens show for `N=C1C(c2nc(-c3ccc(F)cc3)cs2)=C(O)CN1c1ccc2c(c1)OCO2`?
HL-60(TB): 103

Results for Cc1c(NC2CCC(=O)N2)c(=O)n(-c2ccccc2)n1C (configuration not stated) ?
HL-60(TB): 92

Results for CCC(=O)OC1CCCCC1OC(=O)CC (configuration not stated) ?
HL-60(TB): 93

How did CCC(c1ccc(OC)cc1)C(CC)c1ccc(O)c(CN2CCN(C)CC2)c1 (configuration not stated) do in these assays?
HL-60(TB): 55

What do the screens show for `O=C(Oc1ccc2ccccc2c1)c1ccccc1O`?
HL-60(TB): 87

Results for Cc1cc(C)nc(NS(=O)(=O)c2ccc(N/C(N)=N/c3nccc(-c4ccccc4)n3)cc2)n1 ?
HL-60(TB): -26*

Results for CCOC(=O)C1C(=O)C(CN(CCCl)CCCl)C(=O)C(C(=O)OCC)C1c1ccc(O)cc1 (configuration not stated) ?
HL-60(TB): 66

Results for COC(=O)c1ccccc1-n1cc([C@]2(OC(C)=O)CC[C@H]3[C@@H]4CCC5=CC(=O)CC[C@@H]5[C@H]4CC[C@@]32C)nn1 ?
HL-60(TB): 99

What do the screens show for `CC1(C)COC(c2cccc([N+](=O)[O-])c2)OC1`?
HL-60(TB): 112&87

How did Cn1cnc2c(Cl)ncnc21 do in these assays?
HL-60(TB): 104

Results for COc1cc2c(cc1OC)N(CCO)C1=C(C(=O)OC1)C2c1cc(OC)c(OC)c(OC)c1 (configuration not stated) ?
HL-60(TB): 87

Results for COC(=O)[C@]12CCC(C)(C)C[C@H]1[C@H]1C(=O)C[C@@H]3[C@@]4(C)C[C@@]5(C(=O)Nc6ccccc65)C(C)(C)[C@@H]4CC[C@@]3(C)[C@]1(C)CC2 ?
HL-60(TB): 65[8.25 µM]

What do the screens show for `O=C(O)Cc1ccc(Cl)cc1`?
HL-60(TB): 22

What do the screens show for `CCC(=O)Oc1ccc2ccccc2c1`?
HL-60(TB): 103

Results for CCP(=S)(CC)P(=S)(CC)CC ?
HL-60(TB): 95

What do the screens show for `O=C(O)C1CSC(c2ccccc2)N1` (configuration not stated)?
HL-60(TB): 128

Results for O=c1c2c3c(sc2[nH]c(=S)n1-c1ccc([N+](=O)[O-])cc1)CCCCC3 ?
HL-60(TB): 98

Results for CN(c1ccc(C2=NCCN2)cc1)S(=O)(=O)c1cccc(S(=O)(=O)N(C)c2ccc(C3=NCCN3)cc2)c1 ?
HL-60(TB): 103

How did O=[N+]([O-])c1ccc2c(c1)CCN2 do in these assays?
HL-60(TB): 89

How did COc1cc(Nc2c3ccc(Cl)cc3nc3ccc(OC)cc23)c2ncccc2c1 do in these assays?
HL-60(TB): 49

Two successive compounds already listed:
How did NNC(=O)CSc1nc2ccccc2c(=O)n1CCc1ccc(S(N)(=O)=O)cc1 do in these assays?
HL-60(TB): 79

How did O=C(NCn1c(=O)[nH]c2ccccc2c1=O)N1CCOCC1 do in these assays?
HL-60(TB): 99

(listing goes on)
What do the screens show for `O=C1C(/C=N\C(=S)NCc2ccccc2)=C(O)c2ccccc21`?
HL-60(TB): 101

Results for COc1cc2c3c(n(C4CCNCC4)c(=O)c2cc1OC)-c1cc2c(cc1C3=O)OCO2 ?
HL-60(TB): -50*

Results for Clc1ccc2nc(-c3ccc(-c4nnc(SCc5ccccc5)o4)cc3)[nH]c2c1 ?
HL-60(TB): 93

What do the screens show for `Cc1ccc(Oc2nc3sc4cccc(Cl)c4n3c(=N)c2C#N)cc1`?
HL-60(TB): 98

What do the screens show for `O=C(Cc1ccc(NS(=O)(=O)c2ccccc2)cc1)N1CCN(c2ccc(F)cc2)CC1`?
HL-60(TB): 104

How did Cn1c2nc3ccccc3c-2nc2ccccc21 do in these assays?
HL-60(TB): 55&89

How did O=C(O)c1cccc(-c2ccc(/C=N/NC(=O)c3[nH]c4ccc(Br)cc4c3-c3ccccc3)o2)c1 do in these assays?
HL-60(TB): 88

Results for COc1ccc(Cn2cc3c(c2-c2ccccc2)CCc2cnoc2-3)cc1N ?
HL-60(TB): -20*

Results for C/C(=N\NC(=O)c1ccncc1)c1ccc(Cl)cc1 ?
HL-60(TB): 78

What do the screens show for `C=C1C(=O)O[C@H]2[C@H]1CC/C(COC(=O)CSCSCC(=O)OC/C1=C/CC[C@@]3(C)O[C@H]3[C@H]3OC(=O)C(=C)[C@@H]3CC1)=C\CC[C@@]1(C)O[C@@H]21`?
HL-60(TB): -54*

How did O=C(c1ccc(F)cc1F)N1c2ccccc2Sc2ccccc21 do in these assays?
HL-60(TB): 29

Results for CCOC(=O)N1C=CC2C=CC1C1C=CC=CC2N1C(=O)OCC (configuration not stated) ?
HL-60(TB): 104

What do the screens show for `Cc1ccc2c(n1)C[C@H](C(C)(C)O)CC[C@H]2C`?
HL-60(TB): 103

Results for CCCCNc1ccc2c3c(cccc13)C(=O)N(NCC(O)COc1ccc3c(C)cc(=O)oc3c1)C2=O (configuration not stated) ?
HL-60(TB): 100

Results for CCOC(=O)CC(=O)Nc1sc(CC)cc1C(=O)OCC ?
HL-60(TB): 99

What do the screens show for `Clc1ccc2c(ncn2Cc2ccccc2)n1`?
HL-60(TB): 102

Results for CCCCC1COc2cccc3c(SCC(=O)N(C)c4ccc(C(F)(F)F)cc4)cc[n+]1c23 (configuration not stated) ?
HL-60(TB): 106

How did CC(C)(C)c1ccc(C(=O)Nc2c3c(nn2-c2cccc(Cl)c2)CSC3)cc1 do in these assays?
HL-60(TB): 96

What do the screens show for `CCCCCCCCCCCCCCCCCCOCC(COP(=O)([O-])OCC[N+](C)(C)C)OC` (configuration not stated)?
HL-60(TB): 46

Results for Oc1[nH]c2ccccc2c1/C=c1/cc2c(c(-c3ccc(C(F)(F)F)cc3)n1)=Nc1ccccc1-2 ?
HL-60(TB): 19

Results for Oc1c(C(Nc2ccccc2Br)c2ccccc2)ccc2cccnc12 (configuration not stated) ?
HL-60(TB): -18*

How did O=C(O)c1ccc(-n2cc(/C=N/Nc3ccccc3F)c(-c3ccc(O)cc3)n2)cc1 do in these assays?
HL-60(TB): 45

What do the screens show for `Clc1ccc2c(c1)Nc1ccccc1S2`?
HL-60(TB): 65

Results for Cn1cc(-c2nc(-c3ccsc3)cs2)c2cc(F)ccc21 ?
HL-60(TB): 103

What do the screens show for `Clc1ccc(/C=C(/C2=NCCN2)n2cnc3ccccc32)cc1`?
HL-60(TB): 96

What do the screens show for `N#C/C(=C\c1ccc(F)cc1)n1nc2cccc(F)c2n1`?
HL-60(TB): 8.7*

How did CCN1c2ccccc2C(Cl)(c2ccc(N(C)C)cc2)c2ccccc21 do in these assays?
HL-60(TB): 14

What do the screens show for `CC1(C)CC[C@]23CC[C@]4(C)[C@H](CC[C@@H]5[C@@]6(C)CC[C@H](OCCC#N)C(C)(C)[C@@H]6CC[C@]54C)[C@H]2[C@H]1OC3=O`?
HL-60(TB): 92

What do the screens show for `COc1ccc(C(=O)NCc2ccc(OCC(=O)NO)c(OC)c2)cc1`?
HL-60(TB): 129

What do the screens show for `COc1ccc(Nc2nc(C3CC3)cs2)cc1`?
HL-60(TB): 93

What do the screens show for `CCOC(=O)c1nc(Nc2ccc(NC(=O)Nc3cccc(C(F)(F)F)c3)cc2)c2ccccc2n1`?
HL-60(TB): 116

How did Nc1n[nH]c2ccc([C@@H]3Nc4ccc5[nH]ncc5c4[C@H]4[C@H]5CCC(C5)[C@H]43)cc12 do in these assays?
HL-60(TB): -42*

Results for CN(C)CCNC1CCc2c(c(C(=O)N(C)Cc3ccccc3)nn2C)C1 (configuration not stated) ?
HL-60(TB): 116

Results for Cc1cc(N=Nc2ccc(-c3ccc(N=Nc4ccc(O)c(C(=O)O)c4)cc3)cc2)c(N)cc1N ?
HL-60(TB): 95

What do the screens show for `COc1cc(/C=N/NC(=O)c2cnn3c2NC(c2ccccc2)C3)ccc1OC1CCCC1` (configuration not stated)?
HL-60(TB): 41

How did CCN(CC)CCNC(=O)Nc1ccc(Oc2ncnn3cc(C(C)(C)O)c(C)c23)cc1Cl do in these assays?
HL-60(TB): 111

How did Cc1nn(-c2ccccc2)c2nc(Cl)c(/C=C/C(=O)c3ccc(Cl)cc3)c(-c3ccc(Cl)cc3)c12 do in these assays?
HL-60(TB): 101

What do the screens show for `Cc1ccc(-c2cn3cc([N+](=O)[O-])ccc3n2)cc1`?
HL-60(TB): 48

How did COc1cc(/C=C\c2cccnc2Nc2ccc(Cl)cc2)cc(OC)c1OC do in these assays?
HL-60(TB): 86

What do the screens show for `CS(=O)(=O)c1nccc(-c2c(-c3cccc(OCCN4CCCC4)c3)nc3sccn23)n1`?
HL-60(TB): 107

Looked up by compound from above:
Results for O=c1c2c3c(sc2[nH]c(=S)n1-c1ccc([N+](=O)[O-])cc1)CCCCC3 ?
HL-60(TB): 98

What do the screens show for `C=C1C(=O)O[C@H]2[C@H]1CC/C(COC(=O)CSCSCC(=O)OC/C1=C/CC[C@@]3(C)O[C@H]3[C@H]3OC(=O)C(=C)[C@@H]3CC1)=C\CC[C@@]1(C)O[C@@H]21`?
HL-60(TB): -54*

What do the screens show for `COc1ccc(C(=O)NCc2ccc(OCC(=O)NO)c(OC)c2)cc1`?
HL-60(TB): 129

(listing goes on)
What do the screens show for `O=C(O)c1ccc(-n2cc(CNc3ccc(F)c(F)c3)c(-c3ccc(C(F)(F)F)cc3)n2)cc1`?
HL-60(TB): 70

Results for Oc1ccccc1/C=N\NC(=S)N/N=C/c1ccccc1O ?
HL-60(TB): -7.8*!

Results for COc1cc(C2CC(=O)Nc3c(-c4ccccc4)nsc32)cc2c1OCO2 (configuration not stated) ?
HL-60(TB): 101

How did O=C(/C=C/c1ccc(Cl)cc1)N1CCN(C(=O)/C=C/c2ccc(C(F)(F)F)cc2)CC1 do in these assays?
HL-60(TB): 133

What do the screens show for `CS(=O)(=O)c1ccc(-c2nc3ccccn3c2C=Nc2ccccc2)cc1`?
HL-60(TB): 101

Results for OCc1c[nH]c2ccccc12 ?
HL-60(TB): 97

What do the screens show for `Cc1cccc(C(=O)C(O)c2cccc(C)n2)n1` (configuration not stated)?
HL-60(TB): 109

What do the screens show for `O=C(NNC(=O)c1ccc(-n2cc(-c3ccccc3)nn2)cc1)NC1CCCCC1`?
HL-60(TB): 98

Results for CN(CCC(=O)c1ccccc1)Cc1ccccc1 ?
HL-60(TB): 123

How did NNC(=O)[C@H]1O[C@@H](n2cnc3c(=O)[nH]cnc32)[C@H](O)[C@@H]1O do in these assays?
HL-60(TB): 108

Filtered by structure: the entries above containing bromine (three)
Results for Cc1cc(C(=O)Nc2cccc(-n3cc(-c4ccncc4)c(-c4ccc(Cl)c(O)c4)n3)c2)ccc1Br ?
HL-60(TB): 172

How did O=C(O)c1cccc(-c2ccc(/C=N/NC(=O)c3[nH]c4ccc(Br)cc4c3-c3ccccc3)o2)c1 do in these assays?
HL-60(TB): 88

Results for Oc1c(C(Nc2ccccc2Br)c2ccccc2)ccc2cccnc12 (configuration not stated) ?
HL-60(TB): -18*

(further entries)
What do the screens show for `O=C(CCc1ccccc1)Nc1ccccc1OC(=O)c1ccccc1`?
HL-60(TB): 102

How did Nc1cccc2c1CN(C1CCC(=O)NC1=O)C2=O (configuration not stated) do in these assays?
HL-60(TB): 105

What do the screens show for `COc1ccccc1Cn1ccc2c1-c1[nH]c(=O)c(S(=O)(=O)c3ccccc3)cc1CCC2`?
HL-60(TB): 92

Results for CCOC(=O)CCS(=O)(=O)Cc1ccccc1 ?
HL-60(TB): 96

The list is partial; rates above refer to the full screens.
